# Ecoli viability – bacterial growth inhibition, counter-screen for AddAB inhibitors; inhibition, % at 11.9 µM; AID 449728; 330,000 tested, 0.27% active; E. coli V3065 growth, OD600 absorbance, 18 h;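 active means inhibition above the campaign's mean inhibition across all tested compounds plus 3 SD, cut at about 9.9% in these data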;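 further: uninfected addAB+ strain grown without phage in ampicillin broth; 0% = DMSO wells and 100% = ciprofloxacin 0.95 µg/ml wells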
# PKA-R1A activ – activators of PKA-R1A complex. 340,000 tested, 0.083% active. P00514+P68181. AID 504707. activation, % at 11.4 µM. PKA-R1A dissociation, Cy5-IP20 fluorescence polarization; scaled: DMSO 0%, 113 µM cGMP 100%;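 active means percent activation above the mean of all tested compounds plus 3 SD, cut at about 19% in these data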;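 further: higher means more PKAc released from R1A so a rise in polarization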
# OPRM1-OPRD1 ag – agonists of human mu-delta opioid receptor heterodimerization. P35372+P41143. cells, OPRM1-OPRD1 heterodimerization, luminescence. activation, % at 9.3 µM. 340,000 tested, 0.3% active. AID 504326; in the data active means activation above about 18%;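 further: 0% = vehicle-treated cells and 100% = reference agonist; values of inactives mirror those of a sister screen read the other way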
# phage Ecoli inh – E. coli growth loss with phage present; growth absorbance; inhibition, % at 11.9 µM; 360,000 tested, 0.26% active; AID 651602; in the data active means inhibition above about 11%
# AddAB inh – less growth of phage-infected E. coli with AddAB. E. coli expressing H. pylori AddAB, absorbance growth. inhibition, % at 11.9 µM. 330,000 tested, 0.29% active; in the data active means inhibition above about 12%;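 further: 0% = vehicle wells of infected cells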
# PfHsp90 set2 – reduces growth (ATP signal) of yeast expressing P. falciparum Hsp90 | S. cerevisiae expressing PfHsp90, BacTiter-Glo ATP, 48 h; yeast lacking PDR1 and PDR3 efflux regulators | inhibition, % at 9.4 µM | 310,000 tested, 0.32% active | AID 504621;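 active means every replicate shows inhibition above about 80%, whatever the replicate mean, limit read from the data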;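 further: 0% = DMSO neutral controls and 100% = 20 µM radicicol positive controls; yeast relying on Plasmodium falciparum Hsp90 in place of its own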
# HTR5A ag – activates human HTR5A in OPRM1-OPRD1 agonist counter-screen; HTR5A agonist assay, luminescence, cell-based; AID 504692; 340,000 tested, 0.61% active; P47898; activation, % at 9.3 µM; in the data active means activation mostly above about 9.5%, no sharp cut-off; inactive means mostly below about 7.6%;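 further: 0% = cells with vehicle only and 100% = reference agonist; strong numbers were not always called active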
# OPRM1-OPRD1 inv – mu-delta opioid heterodimer inverse agonism | AID 504357 | P35372+P41143 | cell-based MOR-DOR heterodimer luminescence | 340,000 tested, 0.21% active | inhibition, % at 9.3 µM; in the data active means inhibition above about 22%, passing the limit was not always enough;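 further: 0% = cells with DMSO and 100% = wells without cells with DMSO; values of inactives mirror those of a sister screen read the other way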
# HTR5A inv ag – HTR5A inverse agonism, opioid heterodimer counter-screen; HTR5A cell line, luminescence; inhibition, % at 9.3 µM; 340,000 tested, 0.083% active; P47898; AID 504634; in the data active means inhibition mostly above about 23%, no sharp cut-off; inactive means mostly below about 18%;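 further: 0% = cells with DMSO and 100% = no-cell wells with DMSO; some compounds called inactive have numbers as strong as hits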
# Pemphigus Ab inh – blocks pemphigus antibody binding to human desmoglein-3 | P32926 | DSG3-coupled beads, scFv-anti-DSG3-GFP binding, flow cytometry; hits give low values | binding (percent of control), % at 10 µM | 310,000 tested, 0.48% active | AID 588358;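 active means binding more than 3 SD below its plate's average and above zero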;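 further: hits lower antibody fragment binding to DSG3; some compounds called inactive have numbers as strong as hits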
# Target sequence (P32926 whole entry, looked up, the tested form may be a part): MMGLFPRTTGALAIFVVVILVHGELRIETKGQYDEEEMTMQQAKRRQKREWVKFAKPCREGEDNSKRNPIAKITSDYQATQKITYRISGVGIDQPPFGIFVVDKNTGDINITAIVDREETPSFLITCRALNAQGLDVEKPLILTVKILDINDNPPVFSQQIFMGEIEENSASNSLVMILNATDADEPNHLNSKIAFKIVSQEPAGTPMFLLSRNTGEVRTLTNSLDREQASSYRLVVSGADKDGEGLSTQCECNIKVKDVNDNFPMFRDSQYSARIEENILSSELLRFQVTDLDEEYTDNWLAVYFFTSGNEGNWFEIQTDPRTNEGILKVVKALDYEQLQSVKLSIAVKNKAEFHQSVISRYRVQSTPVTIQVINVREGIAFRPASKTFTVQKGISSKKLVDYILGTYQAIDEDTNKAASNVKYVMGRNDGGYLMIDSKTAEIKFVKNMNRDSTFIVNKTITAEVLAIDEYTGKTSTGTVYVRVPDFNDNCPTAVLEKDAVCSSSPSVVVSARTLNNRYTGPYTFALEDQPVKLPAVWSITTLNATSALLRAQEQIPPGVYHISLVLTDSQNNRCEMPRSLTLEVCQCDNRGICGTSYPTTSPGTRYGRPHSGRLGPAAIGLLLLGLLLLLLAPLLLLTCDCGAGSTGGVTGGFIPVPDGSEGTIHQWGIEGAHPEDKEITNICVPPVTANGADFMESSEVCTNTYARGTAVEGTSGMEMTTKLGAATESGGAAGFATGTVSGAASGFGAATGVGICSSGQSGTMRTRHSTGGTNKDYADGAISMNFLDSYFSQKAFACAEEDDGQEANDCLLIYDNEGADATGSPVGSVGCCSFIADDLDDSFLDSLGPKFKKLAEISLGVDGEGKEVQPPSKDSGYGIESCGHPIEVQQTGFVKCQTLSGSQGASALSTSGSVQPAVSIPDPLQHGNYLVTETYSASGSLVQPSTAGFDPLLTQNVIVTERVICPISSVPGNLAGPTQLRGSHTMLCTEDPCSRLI
# SUMO Mot1 rescue – blocks SUMOylation pathway, rescuing yeast Mot1-301 growth | S. cerevisiae Mot1-301 growth rescue, ATP luminescence, 38.5C; percent above DMSO median, 100 means doubled | growth rescue, % at 18.8 µM | 320,000 tested, 1% active;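 active means every valid replicate shows activation above 250% relative to neutral control wells; inactive means the rest, any valid replicate at or below 250%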;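 further: OY570 slx delta 5 strain wells were the positive control but not used for scaling; some compounds called inactive have numbers as strong as hits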
# * = called active by the depositor; . = not tested or not shown. The order is random; 3.2% or so of the library scored in one or more.
SMILES,Ecoli viability,PKA-R1A activ,OPRM1-OPRD1 ag,phage Ecoli inh,AddAB inh,PfHsp90 set2,HTR5A ag,OPRM1-OPRD1 inv,HTR5A inv ag,Pemphigus Ab inh,SUMO Mot1 rescue
Cc1cccc(OCCNC(=O)c2ccc(Oc3ccc(C(F)(F)F)cc3[N+](=O)[O-])cc2)c1,1.5,8,-0.3,2.2,0.8,-24,7,2,-7,106,425
CCN(c1ccccc1)S(=O)(=O)c1ccc(N2CCN(c3ccccc3O)CC2)nc1,-0.3,-14,0.8,2.0,-0.8,-12,-7,-3,16,100,14
COC(=O)Nc1ccc2c(c1)ncn2C1CCCCC1,-0.6,1,0.4,1.6,0.8,.,2,-2,31,102,-10
O=C(Nc1ccc2[nH]c(=O)[nH]c2c1)C(F)(F)F,-3.0,-13,-2.0,-0.4,-1.3,7,-4,10,3,98,.
O=C(CCCC(=O)N(CC(=O)NC1CCCC1)Cc1ccc(F)cc1)Nc1ccccn1,0.5,10,0.1,3.2,-0.2,20,0,0,-15,117,-3
O=C(C(=O)c1cc(Br)ccc1O)c1cc(Br)ccc1O,.,-8,0.8,13*,.,23,0,-4,-2,98,.
CC(C)(C)C1CCC2(CC1)NC(=S)N(c1ccccc1)N2 (stereo unspecified),1.0,2,-1.7,1.9,2.6,10,4,10,17,96,302*
O=[N+]([O-])c1ccc(-c2nn(-c3ccccc3)cc2/C=N/n2c(-c3cccs3)n[nH]c2=S)cc1,0.4,-7,0.3,0.6,-1.6,-3,10,-2,-12,102,5
CC(=O)OCC1=C(C(=O)O)N2C(=O)[C@@H](NC(=O)Cc3ccccc3)[C@H]2SC1,.,2,-0.6,0.8,.,-2,-3,3,7,100,.
CCN1C=C(C(C)=O)C(=O)CC1,.,3,-1.3,2.6,.,-22,0,6,-1,99,.
C=CCSc1cc(C)nc2c(-c3ccccc3)c(C)nn12,-2.3,-9,-4.2,-0.8,-0.9,-21,1,21,-2,.,365
COc1ccc(-c2cc(C(=O)NNC(=O)c3csc(N4CCOCC4)n3)c3ccccc3n2)cc1OC,-2.3,-6,-1.3,4.6,-2.2,-41,-5,8,-2,97,-15
C/C(=N\NC(=O)c1cccc(S(=O)(=O)Nc2cccc(Cl)c2)c1)c1cccs1,2.3,2,20*,2.2,-1.8,-68,6,-103,-15,100,-9
CSc1nc(=O)n2cc(C)ccc2n1,-2.5,6,-2.8,1.1,3.4,12,-4,16,9,98,-3
COC(=O)C1=C(C)N(c2cccc(C(C)=O)c2)C(=O)C1,-1.9,-2,-1.7,0.6,2.3,.,4,9,-17,97,89
COc1ccc(N2CCN(Cc3nc(N)nc(Nc4ccccc4OC)n3)CC2)cc1,-5.0,1,-0.1,-0.7,-2.8,14,-3,0,-1,99,-6
CCOc1ccc(NC(=S)NCc2cccnc2)cc1,4.7,0,-1.4,6.2,4.8,0,7,7,0,.,-16
COc1ccccc1NC(=O)N1CCN(Cc2ccc3c(c2)OCO3)CC1,-0.3,10,-1.1,.,-0.6,-18,-1,6,0,91,-4
Cc1cc2ncn(CC3CC3(Cl)Cl)c2cc1C (stereo unspecified),1.0,6,-0.5,1.9,2.5,-7,2,2,-5,100,5
CC(=O)c1c(N2CCN(c3ccccc3)CC2)nc(=S)n(-c2ccccc2)c1C,-2.9,-13,-1.0,2.9,-1.3,6,-3,6,-21,131,-15
CC(C)N(Cc1ccccc1)S(=O)(=O)c1ccc(F)cc1,-0.7,-2,0.0,1.9,1.0,24,1,0,-5,105,5
Cc1cc(C)cc(OCC(=O)OC/C(O)=C(\C#N)c2nc3ccccc3[nH]2)c1,-1.6,-5,40*,0.2,3.7,15,23*,-211,-20,100,-9
N#C/C(=C/c1ccc(N2CCOCC2)c([N+](=O)[O-])c1)C(N)=O,-0.7,-6,-4.8,2.8,-0.7,4,4,22,-31,120,16
Cc1ccc(C(CC(=O)c2ccc(Cl)cc2)C(=O)O)cc1 (stereo unspecified),-0.3,2,-1.4,2.3,1.5,-12,-1,10,2,95,25
Cc1ccnc(SC2CC(=O)N(c3ccc(C(C)C)cc3)C2=O)n1 (stereo unspecified),2.3,-2,-2.6,0.5,0.4,-27,-5,12,18,126,14
Cc1ccnc2c(N3C(=O)C4C5C=CC(C5)C4(C)C3=O)cccc12 (stereo unspecified),0.7,-2,-2.8,1.2,6.5,14,-4,14,10,104,-5
Cc1cc(=O)n(-c2ccccc2Cl)[nH]1,-0.6,-10,-1.8,1.9,0.7,-2,-6,8,15,102,1
Cc1cccc(NC(=O)c2nc[nH]c2C(=O)N[C@@H](C)C(=O)OC(C)(C)C)c1,0.0,3,3.5,-0.5,1.3,20,-2,-19,5,104,-4
O=C(NCc1ccco1)C(=O)c1cn(CC(=O)N2CCCC2)c2ccccc12,-1.1,-4,-2.3,1.1,1.1,-21,-3,11,8,120,.
O=c1cc(-c2ccccc2Cl)oc2c(NS(=O)(=O)c3cccc4nsnc34)ccc(O)c12,-0.2,-4,-0.4,3.4,4.2,-11,2,2,0,101,2

# Entries from the list above that contain fluorine:
SMILES,Ecoli viability,PKA-R1A activ,OPRM1-OPRD1 ag,phage Ecoli inh,AddAB inh,PfHsp90 set2,HTR5A ag,OPRM1-OPRD1 inv,HTR5A inv ag,Pemphigus Ab inh,SUMO Mot1 rescue
Cc1cccc(OCCNC(=O)c2ccc(Oc3ccc(C(F)(F)F)cc3[N+](=O)[O-])cc2)c1,1.5,8,-0.3,2.2,0.8,-24,7,2,-7,106,425
O=C(Nc1ccc2[nH]c(=O)[nH]c2c1)C(F)(F)F,-3.0,-13,-2.0,-0.4,-1.3,7,-4,10,3,98,.
O=C(CCCC(=O)N(CC(=O)NC1CCCC1)Cc1ccc(F)cc1)Nc1ccccn1,0.5,10,0.1,3.2,-0.2,20,0,0,-15,117,-3
CC(C)N(Cc1ccccc1)S(=O)(=O)c1ccc(F)cc1,-0.7,-2,0.0,1.9,1.0,24,1,0,-5,105,5

# Remaining list, next part:
SMILES,Ecoli viability,PKA-R1A activ,OPRM1-OPRD1 ag,phage Ecoli inh,AddAB inh,PfHsp90 set2,HTR5A ag,OPRM1-OPRD1 inv,HTR5A inv ag,Pemphigus Ab inh,SUMO Mot1 rescue
COc1ccc(N(CC(=O)NCCSCc2ccc(Cl)cc2)S(C)(=O)=O)cc1Cl,0.2,-1,3.0,-0.4,4.1,-8,2,-14,-6,97,17
CCOC(=O)c1nnn(-c2nonc2-n2cccc2)c1CCl,1.2,-8,0.2,3.0,2.1,-14,-2,-1,-4,106,-1
O=C(NCCCN1CCOCC1)c1onc(CSc2ccncc2)c1C(=O)NCCCN1CCOCC1,2.9,4,-3.7,-1.1,4.5,.,6,20,14,105,6
O=C(Cn1c(-c2ccccc2)noc1=O)N1CCC(Cc2ccccc2)CC1,-0.3,7,-0.1,1.9,1.1,7,-2,0,6,96,-17
CCOc1ccc(NC(=O)COc2ccc(C(=O)NCC3CCCO3)cc2OC)cc1 (stereo unspecified),-0.3,0,-2.9,3.9,0.2,-42,-1,12,-11,102,20
CCCCc1cc(=O)oc2cc(C)cc(OCC(=O)N3CCC(C(=O)O)(c4ccccc4)CC3)c12,-2.5,-11,-1.2,-0.1,1.7,-3,3,7,-27,102,-10
Cc1ccc2nc(-c3ccc(NS(=O)(=O)c4ccccc4)cc3)sc2c1,-2.3,-12,4.8,3.6,1.1,10,3,-33,-6,97,201
CC(=O)OCCN1C(=O)c2ccc(-c3nc4ccccc4c(=O)o3)cc2C1=O,1.5,-4,-2.9,1.5,3.8,6,4,15,2,89,-1
CCOC(=O)Nc1cc(=O)c2ccccc2o1,3.3,11,-0.2,2.0,3.1,10,1,1,-3,94,-4
O=Cc1cn(Cc2ccccc2)nc1-c1cccnc1,2.3,-4,-1.4,4.3,2.4,-50,2,6,-5,.,-3
Cc1ccc(NC(=O)CCn2c(=O)[nH]c3ccsc3c2=O)cc1F,1.9,-8,-2.3,0.0,4.7,-8,-1,16,-15,.,-4
O=S(=O)(c1cccs1)N1CCN(c2ccnc3cc(Cl)ccc23)CC1,-0.1,.,.,3.3,-0.2,15,.,.,.,97,-13
CC1CC(C)CN(C(=O)C(Cc2ccccc2)n2cccc2)C1 (stereo unspecified),1.3,-6,2.4,1.5,0.4,3,-1,-12,4,99,9
O=C(CSc1nnc(Nc2ccccc2)s1)NCc1cccs1,1.5,-8,-0.5,3.8,4.3,5,-3,2,15,.,-1
Cc1ccc(/C=C2\C(=N)N3N=C(CC(=O)N4CCOCC4)SC3=NC2=O)o1,1.0,-5,-2.5,2.4,2.0,12,3,12,-10,135,2
N[C@@H](Cc1ccccc1)C(=O)N1CCC(C(=O)N[C@@H](CCC(=O)O)C(=O)O)CC1,-1.5,-11,-2.0,5.1,-2.8,-4,2,10,-8,99,-20
COC(=O)COc1ccc(S(=O)(=O)Nc2ccccc2SC)cc1,-1.4,3,-2.2,5.0,1.9,1,8,12,-22,103,.
COc1cccc(-c2nnc(SCC(=O)NC3CCS(=O)(=O)C3)n2C)c1 (stereo unspecified),-0.6,-3,-5.0,2.4,4.0,35,2,19,-14,.,87
O=C(CN1CCCCC1CO)c1ccc(OC(F)F)cc1 (stereo unspecified),0.6,-10,-1.3,3.4,2.1,-4,1,6,-2,105,15
CCCCN(C(=S)Nc1ccccc1)C1CCS(=O)(=O)C1 (stereo unspecified),0.2,-4,-0.7,3.3,3.1,-10,2,4,-17,110,-5
CCc1ccc(CNC(=O)CCc2nnc(CCc3ccc(OC)cc3)o2)nc1,-1.1,-5,-1.1,3.9,0.7,-2,0,8,13,100,3
COc1ccccc1/C=C/c1nc(S(=O)(=O)c2ccccc2)c(NCCN(C)C)o1,1.8,-10,0.1,-1.3,3.4,-9,-2,-1,6,119,-18
COn1c(=O)c(=O)n(OC)c2ccccc21,-1.9,-14,-2.4,3.6,0.7,0,-5,14,13,83,-1
CCOc1ccc2nc(NS(C)(=O)=O)sc2c1,1.1,-6,0.6,1.1,2.8,.,0,-3,-13,88,6
Cc1ccc2nsnc2c1S(=O)(=O)NCc1ccncc1,2.3,1,-1.4,0.1,2.1,-8,-1,8,3,106,298
O=c1c2ccccc2n(Cc2cccc(F)c2)c(=O)n1C1CCCC1,0.8,-5,4.2,3.6,3.1,10,1,-18,-6,107,617
COC(=O)CCC/C=C1/SCC(NC(=O)c2ccccc2)C1O (stereo unspecified),-0.9,-14,-2.2,2.4,-0.8,.,6,11,-8,91,-5

# In the list so far, these have a nitro group on carbon.
SMILES,Ecoli viability,PKA-R1A activ,OPRM1-OPRD1 ag,phage Ecoli inh,AddAB inh,PfHsp90 set2,HTR5A ag,OPRM1-OPRD1 inv,HTR5A inv ag,Pemphigus Ab inh,SUMO Mot1 rescue
Cc1cccc(OCCNC(=O)c2ccc(Oc3ccc(C(F)(F)F)cc3[N+](=O)[O-])cc2)c1,1.5,8,-0.3,2.2,0.8,-24,7,2,-7,106,425
O=[N+]([O-])c1ccc(-c2nn(-c3ccccc3)cc2/C=N/n2c(-c3cccs3)n[nH]c2=S)cc1,0.4,-7,0.3,0.6,-1.6,-3,10,-2,-12,102,5
N#C/C(=C/c1ccc(N2CCOCC2)c([N+](=O)[O-])c1)C(N)=O,-0.7,-6,-4.8,2.8,-0.7,4,4,22,-31,120,16

# Source: PubChem (several laboratories)
